Mtb UGM inh – M. tuberculosis UGM enzyme inhibitors, primary screen, biochemical, fluorescence polarization, single point; UDP-galactopyranose mutase (Mycobacterium tuberculosis (strain ATCC 25618 / H37Rv)), …; purified UGM, fluorescence polarization probe displacement; inhibition, % at 10 µM; hit rate 0.06% among 320,000; AID 504406, 2011; in the data active = inhibition above about 10%, passing the limit was not always enough; inconclusive = no clear call, values can overlap the other calls
Target sequence (P9WIQ1 whole entry, looked up): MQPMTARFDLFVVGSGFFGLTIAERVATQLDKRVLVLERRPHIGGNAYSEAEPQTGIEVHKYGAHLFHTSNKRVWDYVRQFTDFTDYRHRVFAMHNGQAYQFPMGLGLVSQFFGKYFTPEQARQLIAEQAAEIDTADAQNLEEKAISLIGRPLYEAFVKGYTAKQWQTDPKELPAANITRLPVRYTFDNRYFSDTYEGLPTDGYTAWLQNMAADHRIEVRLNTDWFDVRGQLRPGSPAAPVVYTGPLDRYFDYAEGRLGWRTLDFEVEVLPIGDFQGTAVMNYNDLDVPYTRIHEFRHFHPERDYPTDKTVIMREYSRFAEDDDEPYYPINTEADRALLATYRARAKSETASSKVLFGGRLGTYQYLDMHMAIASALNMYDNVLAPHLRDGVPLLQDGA
FadD28 FP inh – inhibitors of FadD28 bisubstrate probe binding, primary screen, biochemical, fluorescence polarization, single point | Mycobacterium tuberculosis FadD28 fatty-acid-AMP ligase | AID 588549, 2011 | inhibition, % at 12.5 µM | hit rate 0.22% among 360,000; in the data active = inhibition above about 8.5%, passing the limit was not always enough; inconclusive = no clear call, values can overlap the other calls
CCHFV vOTU inh – CCHFV vOTU protease inhibitors, primary screen, biochemical, Pep-AMC substrate, fluorescence | Crimean-Congo hemorrhagic fever virus L polyprotein viral ovarian tumor (vOTU) protease … | inhibition, % at 11.5 µM | hit rate 0.55% among 370,000 | AID 651958, 2012; also: 0% = vehicle wells with enzyme and 100% = no enzyme wells
Rv3671c protease – Rv3671c serine protease inhibitors, primary screen, biochemical, fluorescence polarization, M. tuberculosis H37Rv | P9WHR9 | inhibition, % at 5.96 µM | hit rate 0.048% among 320,000 | AID 2606, 2010; in the data active = inhibition above about 38%;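 also: extracellular domain of Rv3671c used as enzyme; 0% = enzyme with DMSO and 100% = no enzyme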
Target sequence (P9WHR9 whole entry, looked up, the tested form may be a part): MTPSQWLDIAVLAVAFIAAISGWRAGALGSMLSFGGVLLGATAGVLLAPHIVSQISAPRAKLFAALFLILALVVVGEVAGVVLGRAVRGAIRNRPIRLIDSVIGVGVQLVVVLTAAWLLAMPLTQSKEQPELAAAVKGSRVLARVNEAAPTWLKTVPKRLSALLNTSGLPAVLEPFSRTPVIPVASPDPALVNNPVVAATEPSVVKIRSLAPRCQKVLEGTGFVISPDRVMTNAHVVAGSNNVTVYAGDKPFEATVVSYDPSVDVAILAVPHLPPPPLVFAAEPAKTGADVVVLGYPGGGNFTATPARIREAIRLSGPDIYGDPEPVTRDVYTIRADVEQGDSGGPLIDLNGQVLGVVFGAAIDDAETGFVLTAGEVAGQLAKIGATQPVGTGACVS
GDH-TPI counter – GDH-TPI coupling enzyme inhibitors, primary screen, artefact control for M. tuberculosis FBA inhibitor project, biochemical, absorbance, full deck. GDH-TPI coupled enzyme counterscreen, NADH absorbance. inhibition, % at 4.8 µM. hit rate 1.2% among 360,000;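 also: 0% = DMSO wells and 100% = wells lacking the enzyme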
MazF activator – activators of E. coli MazEF toxin-antitoxin RNase, primary screen, biochemical, fluorescence, uHTS. AID 504720, 2011. hit rate 0.32% among 350,000. activation, % at 20 µM. FAM/BHQ RNA-DNA oligo cleavage fluorescence, 5 h; in the data active = activation above about 50%
Target sequence (P0AE70 whole entry, looked up): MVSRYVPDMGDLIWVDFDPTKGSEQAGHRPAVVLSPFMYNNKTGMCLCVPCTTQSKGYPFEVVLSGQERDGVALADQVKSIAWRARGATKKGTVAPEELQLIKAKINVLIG
BioA inh – M. tuberculosis BioA enzyme inhibitors, primary screen, biochemical, plate reader, single point, HTS; 7,8-diaminopelargonic acid synthase BioA (Mycobacterium tuberculosis); purified M. tuberculosis BioA enzyme; inhibition, % at 9.99 µM; hit rate 0.096% among 360,000; AID 602481, 2012; in the data active = inhibition above about 40%; inconclusive = no clear call, values can overlap the other calls
VHR inh abs – VHR1 phosphatase inhibitors, primary screen, biochemical, absorbance, uHTS. inhibition, % at 13.3 µM. recombinant VHR phosphatase, pNPP absorbance. hit rate 0.52% among 290,000. Dual specificity protein phosphatase 3 (Homo sapiens), P51452; in the data active = inhibition above about 50%; also: some compounds called inactive have numbers as strong as hits
Target sequence (P51452 whole entry, looked up): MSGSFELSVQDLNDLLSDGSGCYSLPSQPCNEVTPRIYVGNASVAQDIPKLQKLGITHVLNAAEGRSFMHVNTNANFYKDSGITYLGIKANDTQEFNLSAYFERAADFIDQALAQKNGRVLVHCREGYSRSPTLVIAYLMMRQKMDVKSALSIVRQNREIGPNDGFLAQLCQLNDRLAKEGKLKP
Mtb FBA inh – Mtb FBA enzyme inhibitors, primary screen, biochemical, fluorescence, strain H37Rv; Fructose-bisphosphate aldolase (Mycobacterium tuberculosis (strain ATCC 25618 / H37Rv)), …; purified M. tuberculosis FBA, fluorescence read-out; inhibition, % at 1 µM; hit rate 2.3% among 360,000; AID 588726, 2011; in the data active = inhibition above about 27%;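 also: 0% = vehicle and 100% = reference inhibitor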
BoNT-F LC inh – BoNT/F light chain protease inhibitors, primary screen, biochemical, flow cytometry, MLPCN library | Botulinum neurotoxin type F light chain protease (Clostridium botulinum) | Multiplex microsphere protease cleavage assay | inhibition, % at 10 µM | hit rate 0.22% among 360,000; in the data active = inhibition above about 35%, passing the limit was not always enough; inconclusive = no clear call, values can overlap the other calls; also: plate controls were buffer without enzyme for full effect and enzyme alone for no effect
An asterisk follows results filed as active; ? = inconclusive; · = not tested or not shown. Rule as the data show it, unless noted: active = inhibition above about 30%; inactive = the rest. No enrichment for hits; overall some 4.9% were active at least once.

SMILES	Mtb UGM inh	FadD28 FP inh	CCHFV vOTU inh	Rv3671c protease	GDH-TPI counter	MazF activator	BioA inh	VHR inh abs	Mtb FBA inh	BoNT-F LC inh
O=C(NCCc1ccc(Cl)cc1)Nc1cccc(Cl)c1	-1.8	-6.6	1	-13	15	28	-1.7	25	-2	-14
Cc1ccc(C)c(NC(=S)NNC(=O)c2csc(C)c2)c1	0.8	-2.0	8	-5	5	-15	·	-2	2	-2
O=C1/C(=C/c2ccncc2)N=C2CCCCCN12	1.0	0.2	-6	1	28	-20	·	7	9	-3
CCn1cc(Br)c(C(=O)Nc2ccc(C(=O)OC(C)C)cc2)n1	3.1	-1.4	-8	1	0	8	1.5	11	4	-18
Cc1cc(Cl)ccc1OCC(=O)NC1CCCC1	0.6	-0.5	-10	-3	8	-18	-0.3	6	-4	-2
O=C(c1ccc(C#CC2(O)CCCCC2)cc1)N1CCOCC1	0.6	-1.7	-5	-4	-6	7	-1.6	-9	5	-39
O=C(CSCc1ccc(Cl)cc1)Nc1nccs1	-0.7	-2.9	-10	0	3	5	-0.7	30	0	-9
O=C(NCc1ccccn1)c1ccc(OC2CCN(Cc3ccccc3)CC2)cc1	0.5	·	11	-1	-1	5	0.6	19	-2	2
COc1ccc(S(=O)(=O)N(CC(=O)O)c2ccccn2)cc1	0.6	-1.2	-2	4	5	10	-1.7	2	22	12
COc1ccc(CCN(Cc2nc(-c3ccccc3)no2)Cc2nc(-c3ccccc3)no2)cc1OC	-1.9	0.8	10	-9	-1	-4	-1.1	8	0	-6
COc1ccc(Cl)cc1NC(=O)/C=C\C(=O)O	-2.4	-2.5	-7	-5	1	3	-1.9	16	-1	-2
Cc1cc(C)cc(C(=O)NN2CCN(C)CC2)c1	-1.4	2.1	-1	-1	5	2	-1.5	3	2	-3
Cc1c(C#N)c(N=CN(C)C)c(C(=O)c2ccccc2)n1-c1ccc(Br)cc1	1.6	-3.1	11	-7	13	-8	2.0	16	-2	2
CC(NC(=O)CCC(=O)NC(C)c1ccccc1)c1ccccc1 (centres undefined)	-1.6	-1.6	-5	3	11	-1	-0.7	5	2	-12
O=[N+]([O-])c1cccc(-c2nc(-c3ccccc3)c(-c3cccs3)[nH]2)c1	-0.6	-1.8	-2	-5	20	20	0.4	38	6	-1
O=C(c1ccc2c(=O)n(CCc3ccccc3)c(=O)[nH]c2c1)N1CCN(c2ccccc2)CC1	-1.0	-0.9	·	-9	4	-4	-2.6	12	3	11
CCOC(=O)C1=C(c2ccccc2)Nc2ncnn2C1c1ccccn1 (centres undefined)	0.0	-3.7	-1	-18	-9	3	0.7	10	-10	8
CN(Cc1ccc(Cl)cc1Cl)C(=O)C1CC(=O)N(Cc2ccco2)C1 (centres undefined)	·	-3.3	-4	·	-5	-8	5.1	·	-1	-4
COc1cc2c(cc1NC(=O)c1ccncc1)oc1ccccc12	-2.2	-2.6	·	-22	12	1	·	32	1	-1
COc1cccc(NC(=S)N2CCC(c3ccc(C)cc3)C2)c1 (centres undefined)	-1.5	0.8	16	3	7	-8	-0.5	-9	0	15
O=C(c1cc(=O)c2ccccc2o1)N1CCN(c2ccccc2F)CC1	-3.3	-3.2	14	3	-3	-10	·	2	-2	-1
O=C(CC12CC3CC(CC(C3)C1)C2)N/N=C/c1ccc([N+](=O)[O-])o1	1.6	-2.0	-3	-16	10	-14	·	-9	3	-6
Cc1ccc(OCC(=O)N(C)CC(=O)Nc2ccc(F)c(F)c2F)cc1	5.2	-0.7	4	0	1	-2	-0.8	·	4	4
COc1ccc(/C=N\NC(=O)c2ccccc2Cl)cc1COc1c(F)c(F)c(F)c(F)c1F	0.0	-4.0	11	-21	-2	-7	-0.4	9	0	-6
COc1ccc(Cl)cc1NC(=O)C/C(C)=N/NC(=O)C(=O)NCc1ccccc1	-1.2	-2.7	10	-11	-6	7	-0.8	14	-1	1
Cc1nc(NCCc2ccccc2)c2nnn(Cc3ccccc3)c2n1	-0.7	-2.7	-9	-2	-9	5	-0.7	4	2	?
CC#CP(=O)(OCC)C(O)(c1ccccc1)C(F)(F)F (centres undefined)	0.3	-0.1	9	2	1	11	-0.5	2	12	-28
CCCC1C(=O)N(c2ccccc2)C1c1ccccc1 (centres undefined)	0.8	-1.5	-1	5	3	-2	-0.1	17	1	4
C=CCN(C(=O)c1csnn1)C(C(=O)NCc1ccc(F)cc1)c1ccccc1 (centres undefined)	0.4	-4.3	15	5	-9	5	1.8	12	4	0
O=C(NCCCN1CCOCC1)c1cccc(S(=O)(=O)N2CCc3ccccc3C2)c1	-0.5	-2.1	-9	2	15	8	·	-19	1	-2
N/C(=N\OC(=O)c1cnn(-c2ccccc2)c1C(F)(F)F)c1ccc(C(F)(F)F)cc1	1.9	-1.1	-6	-2	16	-6	·	-15	0	-6
Oc1ccccc1-c1nc(NCc2cccnc2)c2ccccc2n1	-0.9	-0.5	11	-2	16	11	-1.6	-10	-2	-2
O=C(c1ccc(N2CCN(S(=O)(=O)c3ccccc3)CC2)c([N+](=O)[O-])c1)N1CCOCC1	0.8	-0.7	2	-3	5	7	·	2	0	-4
CCS(=O)(=O)c1nc(S(=O)(=O)c2ccc(C)cc2)c(NCCCN2CCOCC2)s1	0.6	0.1	0	1	14	-6	-0.7	34	-3	-2
CCCCCc1nnc(NC(=O)C2COc3ccccc3O2)s1 (centres undefined)	2.8	-0.6	-11	-9	-1	-11	-0.8	-9	-2	-8
CC(O)(CS(=O)(=O)c1ccccc1)C(=O)Nc1ccc(C(F)(F)F)cc1 (centres undefined)	0.7	2.9	2	-2	-7	-7	-0.3	31	-1	-3
COC(=O)c1sccc1NC(=O)C1CC(C)=C(C)CC1C(=O)O (centres undefined)	1.4	-4.5	-4	5	-14	2	·	9	2	-7
CN(Cc1ccccn1)C(=O)C1CCC(=O)N(Cc2cccc(C(F)(F)F)c2)C1 (centres undefined)	1.7	-0.5	6	0	7	1	4.9	-9	-2	0
Cc1sc2ncn(CC(=O)OC(C)C(=O)NC(C)(C)C)c(=O)c2c1C (centres undefined)	-0.3	-0.9	28	-2	0	2	-0.6	-1	6	?
COC(=O)c1cc(-c2ccc(Cl)cc2Cl)n[nH]1	0.9	-2.7	8	0	5	2	-1.8	14	3	-1
Cc1nc(C)c(Cc2ccccc2Cl)c(=O)[nH]1	0.7	-2.8	0	1	-3	-2	·	5	0	-7
COc1ccccc1NC(=O)N1CCN(c2ncccn2)CC1	-0.3	-5.3	6	-3	-3	0	-0.7	6	-1	-3
CN(C(=O)c1ccccc1C(=O)OCC(=O)Nc1ccc(OC(F)F)cc1)c1ccccc1	1.1	0.0	1	2	-4	2	0.9	·	7	7
OCC[C@@H]1C[C@@H](O)[C@H](O)[C@]2(Cc3ccccc3CCO2)O1	0.3	0.4	-3	2	5	6	1.9	37	2	1
CCOc1ccccc1N1CCN(Cc2ccc(OC)c(OC)c2OC)CC1	-1.9	-2.6	-10	8	-1	-2	2.4	22	1	5
CC(C)(C)OC(=O)NCCCCCNC(=O)c1nc[nH]c1C(=O)NCc1ccccc1	-2.0	-0.9	7	-3	1	2	-1.2	·	-2	-4
O=C(CCSc1ccccc1)Nc1nnc(-c2ccccc2)o1	4.4	0.2	0	5	0	-10	-0.3	25	5	-12
COc1ccc(NC2SC(=O)N(C)C2=O)cc1 (centres undefined)	-2.1	-4.4	-18	-2	-2	-3	0.3	17	-3	-8
Cc1cc(-c2ccc(Cl)cc2)n2nc(N)nc2n1	-1.7	-1.1	-9	1	14	-5	6.8	-4	59*	6
Cn1c(SCc2ccccc2)nnc1-c1ccc2nonc2c1	0.1	-2.5	-8	3	3	6	·	-11	1	?
CC(C)(C)n1nnnc1C(c1cccs1)N(Cc1ccccc1)Cc1cccnc1 (centres undefined)	1.0	-4.9	-7	1	-18	-3	0.6	8	-2	-4
COc1ccc(OC)c2c1nc1n2CCS1	-0.2	-2.9	3	0	0	2	0.1	-7	-1	-14
O=C(CSc1ncnc2nc[nH]c12)c1ccccc1	0.2	1.2	4	-3	15	5	0.2	0	3	-2
COc1ccccc1CN(C)C(=O)c1cc2ccccc2o1	-0.9	-1.3	5	-6	1	3	4.0	31	2	8
COc1ccc(C(=O)N2CC=C(c3ccccc3)CC2)cc1S(=O)(=O)N1CCOCC1	1.8	-2.7	5	3	-7	-6	1.2	15	-2	7
CCCN1CCN(S(=O)(=O)c2ccc(OC)c(Br)c2)CC1	4.3	-1.6	5	7	8	-3	-1.8	4	-4	-4
O=C(Nc1c(-c2ccccc2)nc2ccccn12)c1ccco1	2.5	-1.8	3	-8	17	3	-0.3	1	-2	0
CC(=O)c1cccc(NC(=O)CCCSc2ccccc2)c1	0.8	-1.3	-5	0	-5	-10	7.0	3	-1	-1
COc1ccc(-c2sc3ccc(N4CCOCC4)cc3c2C#CC2(O)CCCCC2)cc1	0.9	-4.1	4	1	17	1	-0.4	·	15	-14
COc1ccccc1NC(=S)NCCN1CCOCC1	-2.9	-2.8	-8	0	2	-2	0.2	-7	1	4

Single values from above:
Value of CC(C)(C)OC(=O)NCCCCCNC(=O)c1nc[nH]c1C(=O)NCc1ccccc1 in Mtb FBA inh: -2
Value of CCCN1CCN(S(=O)(=O)c2ccc(OC)c(Br)c2)CC1 in MazF activator: -3
Value of O=C(CSc1ncnc2nc[nH]c12)c1ccccc1 in Mtb FBA inh: 3
Value of COc1ccccc1NC(=O)N1CCN(c2ncccn2)CC1 in CCHFV vOTU inh: 6

The list goes on.
SMILES	Mtb UGM inh	FadD28 FP inh	CCHFV vOTU inh	Rv3671c protease	GDH-TPI counter	MazF activator	BioA inh	VHR inh abs	Mtb FBA inh	BoNT-F LC inh
CCOc1cc(/C=N/Nc2nnc(C)n2N)ccc1O	1.4	·	117*	-91	8	6	-1.5	-5	-11	9
CC1CN(C(=O)COC(=O)c2nn(-c3ccccc3)c(=O)c3ccccc23)CC(C)O1 (centres undefined)	-1.3	-1.2	1	-4	7	4	·	18	3	0
CCOC(=O)C1CCCC12Nc1cccc3cccc(c13)N2 (centres undefined)	·	-1.0	2	·	12	6	1.1	·	-3	-14
CN(C)C(CNC(=S)Nc1ccccc1Cl)c1cccnc1 (centres undefined)	1.6	-4.2	-11	6	3	4	·	-11	-1	2
CN1C(=O)C(O)(CC(=O)c2cccc(-n3cccc3)c2)c2ccccc21 (centres undefined)	2.6	-3.5	14	5	1	2	-0.6	17	0	-6
O=C(CNC1C(=O)Nc2ccccc21)Sc1ccccc1 (centres undefined)	3.2	-2.1	3	5	4	0	0.5	18	3	-9
O=C(NCCCN1CCCC1=O)c1cc(S(=O)(=O)N2CCN(c3ccccc3)CC2)ccc1Cl	·	-1.5	-3	·	-4	7	3.7	·	9	1

Part of the list above in a different format:
> O=C(CNC1C(=O)Nc2ccccc21)Sc1ccccc1 (centres undefined)
- Mtb UGM inh = 3.2
- FadD28 FP inh = -2.1
- CCHFV vOTU inh = 3
- Rv3671c protease = 5
- GDH-TPI counter = 4
- MazF activator = 0
- BioA inh = 0.5
- VHR inh abs = 18
- Mtb FBA inh = 3
- BoNT-F LC inh = -9
> C=CCN(C(=O)c1csnn1)C(C(=O)NCc1ccc(F)cc1)c1ccccc1 (centres undefined)
- Mtb UGM inh = 0.4
- FadD28 FP inh = -4.3
- CCHFV vOTU inh = 15
- Rv3671c protease = 5
- GDH-TPI counter = -9
- MazF activator = 5
- BioA inh = 1.8
- VHR inh abs = 12
- Mtb FBA inh = 4
- BoNT-F LC inh = 0

Compound activity as filed in PubChem.
